Screening data from PubChem.
GluA2 TARP mod – modulates AMPAR-stargazin complexes; O88602+P19491; HEK293 GluA2+stargazin, membrane potential dye (FDSS), glutamate EC50; hits were called plate by plate, in both directions; calls only at 30 µM; 3.5% of 40,000 active; AID 1259245;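 active = any of four per-well response measures lying three or more SD from its plate-wide compound average, in either direction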
Target sequence (O88602 whole entry, looked up): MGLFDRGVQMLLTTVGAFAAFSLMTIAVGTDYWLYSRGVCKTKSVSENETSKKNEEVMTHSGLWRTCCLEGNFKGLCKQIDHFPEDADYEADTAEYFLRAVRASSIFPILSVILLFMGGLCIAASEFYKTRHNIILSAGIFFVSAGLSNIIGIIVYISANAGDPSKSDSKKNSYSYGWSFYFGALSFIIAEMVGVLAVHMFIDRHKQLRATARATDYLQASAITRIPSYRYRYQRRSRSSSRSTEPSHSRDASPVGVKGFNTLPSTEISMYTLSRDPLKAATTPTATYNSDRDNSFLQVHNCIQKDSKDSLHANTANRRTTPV
Target sequence (P19491 whole entry, looked up): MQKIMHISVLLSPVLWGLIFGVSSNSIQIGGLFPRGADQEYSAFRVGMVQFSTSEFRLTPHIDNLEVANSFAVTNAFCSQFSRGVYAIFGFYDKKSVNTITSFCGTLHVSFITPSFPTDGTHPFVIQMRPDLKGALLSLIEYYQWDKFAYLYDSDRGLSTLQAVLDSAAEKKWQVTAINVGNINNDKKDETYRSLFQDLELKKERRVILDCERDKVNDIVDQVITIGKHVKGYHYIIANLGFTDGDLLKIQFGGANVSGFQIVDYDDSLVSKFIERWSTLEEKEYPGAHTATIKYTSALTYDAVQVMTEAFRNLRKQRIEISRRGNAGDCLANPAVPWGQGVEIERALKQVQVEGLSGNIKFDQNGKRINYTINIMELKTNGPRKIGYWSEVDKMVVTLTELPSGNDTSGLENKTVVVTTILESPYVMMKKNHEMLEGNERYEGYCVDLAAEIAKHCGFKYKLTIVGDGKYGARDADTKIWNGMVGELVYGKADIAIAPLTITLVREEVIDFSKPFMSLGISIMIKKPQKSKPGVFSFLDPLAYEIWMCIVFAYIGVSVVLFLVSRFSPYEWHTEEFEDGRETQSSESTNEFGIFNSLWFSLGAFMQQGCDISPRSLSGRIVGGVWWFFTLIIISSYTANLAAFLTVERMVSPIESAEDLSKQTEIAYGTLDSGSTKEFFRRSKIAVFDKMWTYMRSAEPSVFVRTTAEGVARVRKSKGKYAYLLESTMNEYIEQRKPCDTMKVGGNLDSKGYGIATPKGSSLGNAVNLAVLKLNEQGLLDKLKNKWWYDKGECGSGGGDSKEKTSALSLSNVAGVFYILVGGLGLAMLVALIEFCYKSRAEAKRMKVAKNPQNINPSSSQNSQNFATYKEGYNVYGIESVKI
GluA2 TARP mod agonism max-min – further read-out of GluA2 TARP mod, marked with its call; compound max-min signal; compound-alone response (agonism);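 unitless range of fluorescence divided by baseline over first 100 seconds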
GluA2 TARP mod glutamate slope – also measured in GluA2 TARP mod; calls as there; glutamate slope, % of max; measured here: glutamate response slope, % max;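 scaled per plate between vehicle wells and maximal 1 mM glutamate control wells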
The depositor's hits bear a star; i = inactive; + = active, no number; & = joins results of further samples.

SMILES	GluA2 TARP mod	GluA2 TARP mod agonism max-min	GluA2 TARP mod glutamate slope
CCOC(=O)Cn1c(C)cn2c3c(=O)n(CCc4ccccc4)c(=O)n(C)c3nc12	i	0.12	63
Cc1onc(-c2ccccc2Cl)c1C(=O)NCCC(O)c1cccs1 (centres undefined)	i	0.091	63
Cc1cccnc1NC(=O)c1ccc(=O)n(Cc2cccc([N+](=O)[O-])c2)c1	+	0.12*	84*
COc1cccc(NC(=O)Nc2ccc(Nc3ccc(-n4nc(C)cc4C)nn3)cc2)c1	i	0.055	38
Cc1cn2c3c(=O)n(CC(=O)OCc4ccccc4)c(=O)n(C)c3nc2n1-c1ccc(F)cc1	i	0.065	68
Cc1cc(C)n(-c2nc3c(c(=O)n(CC(N)=O)c(=O)n3C)n2Cc2ccccc2Cl)n1	i	0.05	53
O=C(Cn1c2c(c(=O)n(C3CCCCC3)c1=O)CCC2)N1CCOCC1	i	0.081	55
O=S1(=O)CCC(n2nc(-c3ccco3)cc2NS(=O)(=O)c2cccc(Cl)c2)C1 (centres undefined)	i	0.11	62
Cc1cc(-c2nnc(NC(=O)CS(=O)(=O)c3ccc(Cl)cc3)o2)nn1C	i	0.056	47
CCn1ccnc1N1CCN(C(=O)c2ccccc2C(F)(F)F)CC1	i	0.065	68
COc1ccc(S(=O)(=O)N2CCCc3cc(NS(=O)(=O)C(C)C)ccc32)cc1	i	0.12	58
CS(=O)(=O)c1ccc(CC(=O)Nc2nc(-c3ccc([N+](=O)[O-])cc3)cs2)cc1	i	0.12	59
Cc1ccc(OCC(=O)N2CCN(c3ccc4nncn4n3)CC2)cc1C	i	0.047	45
O=C(c1ccc(Cl)cc1)c1ccc(OCC(O)CN2CCN(c3ccccn3)CC2)cc1 (centres undefined)	i	0.087	60
COc1ccc(-n2nnc3c(N4CCN(C(=O)c5ccc6c(c5)OCO6)CC4)ncnc32)cc1	i	0.14	60
Cc1cccc(Cn2cc(C(=O)Nc3cccc(C)c3C)ccc2=O)c1	i	0.06	60
CC(C)n1nccc1C(=O)Nc1nnc(-c2ccn(C)n2)o1	i	0.086	58
CSCCC(C)(O)CNC(=O)C(C)Oc1ccccc1 (centres undefined)	i	0.086	60
Cc1noc(C2CN(C(=O)Cc3noc4ccccc34)C2)n1	i	0.13	70
COC(=O)Cn1c(=O)c2c(nc3n(-c4ccccc4OC)c(C)c(C)n23)n(C)c1=O	i	0.11	70
CCS(=O)(=O)N1CCCc2ccc(NS(=O)(=O)c3cccc(C)c3)cc21	i	0.044	72
O=C(c1nc(-c2cnccn2)no1)N(C1CCCCC1)C1CCCCC1	i	0.059	69
c1ccc(-c2onc3ccc(-c4nnc(-c5ccco5)o4)cc23)cc1	i	0.13	52
COc1ccc(S(=O)(=O)CCC(=O)Nc2cc(C)cc(C)c2)cc1	i	0.093	65
CCn1c(=NC(=O)c2ccn(C)n2)sc2cc(OC)c(OC)cc21	i	0.18	61
CC(C)CCNC(=O)C(=O)NC(C)c1ccccc1 (centres undefined)	i	0.1	51
C=CCn1c(=O)c2c(nc3n(-c4ccc(OC)cc4OC)c(C)c(C)n23)n(C)c1=O	i	0.047	37
NS(=O)(=O)c1ccc(CNC(=O)C2CCCN(c3ccc(-n4ccnc4)nn3)C2)cc1 (centres undefined)	i	0.083	64
COc1ccc(CC(=O)NCCNc2cc(-n3ccnc3C)nc(C)n2)cc1	i	0.085	41
Cn1c(=O)c2c(nc(Nc3cccc(C(F)(F)F)c3)n2CC(=O)O)n(C)c1=O	i	0.071	42
Cc1sc(NC(=O)c2ccc(SC(C)C)cc2)c(C#N)c1C	i	0.049	49
O=C(NCC1(c2cccs2)CCOCC1)C(=O)Nc1cccc(F)c1	i	0.14	53
COc1ccc(CCNS(=O)(=O)c2ccc(Oc3ccccc3OC)cc2)cc1OC	i	0.089	70
COC(=O)Cn1c(=O)c2c(nc3n(-c4cc(C)ccc4OC)c(-c4ccccc4)cn23)n(C)c1=O	i	0.044	37
COc1cn(CC(=O)Nc2ccc3c(c2)OCCO3)c(CSc2nnnn2C)cc1=O	i	0.04	55
O=C(c1ccc2c(c1)OCCO2)N(Cc1ccncc1)c1nc2c(F)cccc2s1	i	0.075	57
CSCCC(C)(O)CNC(=O)c1ccc(S(=O)(=O)N(C)C)cc1 (centres undefined)	i	0.087	58
CN(C)C(CNS(=O)(=O)c1ccc2c(c1)CCCC2)c1ccc(F)cc1 (centres undefined)	i	0.059	45
O=S(=O)(c1ccc(OC(F)(F)F)cc1)N(Cc1ccccn1)CC(F)(F)F	i	0.068	60
Cc1nn(-c2ccc(N3CCN(C(=O)C4CCCC4)CC3)nn2)c(C)c1C	i	0.061	62
CCCOc1nn(CCC)cc1C(=O)NCc1c(F)cccc1F	i	0.06	75
Cn1c(=O)c2c(nc(N3CCCCCC3)n2CC(O)COc2ccccc2)n(C)c1=O (centres undefined)	i	0.06	61
O=C(c1cc(-c2ccco2)on1)N1CCC(c2cccs2)CC1	i	0.13	56
CCC[N+](C)(CCC)CC(O)COc1ccc2ccccc2c1 (centres undefined)	i	0.11	61
Cc1ccc(OCC(=O)NCCCn2nc(-c3ccc(Cl)cc3)ccc2=O)c(C)c1	i	0.076	59
O=C(Cc1ccccc1)N1CCN(S(=O)(=O)c2ccc(F)cc2)CC1	i	0.066	28
O=C(CCN1C(=O)c2ccccc2S1(=O)=O)N1CCN(C(c2ccccc2)c2ccccc2)CC1	i	0.029	52
COc1ccc(OC)c(NC(=O)N2CCN(c3ccc(Nc4cccnc4)nn3)CC2)c1	i	0.12	53
O=C(Nc1cccs1)N1CCN(c2ccc(-c3ccco3)nn2)CC1	i	0.063	46
CCCn1c(=O)c2c(nc3n(-c4cccc(OC)c4)c(C)cn23)n(C)c1=O	i	0.12	75
COc1ccc(-n2ccn(CC(=O)Nc3ccc4c(c3)OCO4)c2=O)cc1	i	0.11	9
COc1ccc(CCC(=O)NCC2(c3cccs3)CCCC2)cc1	i	0.062	50
Cc1ccc2c(c1)C1(OCCCO1)C(=O)N2	i	0.041	51
Cc1ccc(NC(=O)Cn2nc(C(=O)Nc3ccccc3)ccc2=O)cc1	i	0.032	30
CCCNC(=O)C(=O)NCC1CCN(C2CCCC2)CC1	i	0.09	61
CCOCC(=O)Nc1cc(-c2ccco2)nn1-c1nc(C)c(C)c(=O)[nH]1	i	0.15	56
C=CCCCCCC(NC(C)=O)C(=O)O (centres undefined)	i	0.031	52
CN1C(=O)Cc2cc(N)ccc21	i	0.079	-3
Nc1c(NC2CCCCC2)c2ccccc2oc1=O	i	0.077	36
COc1c(C)cc(S(=O)(=O)NCCc2ccsc2)cc1C	i	0.042	32

Some of these compounds in order of molecular weight, lowest first.
SMILES	GluA2 TARP mod	GluA2 TARP mod agonism max-min	GluA2 TARP mod glutamate slope
C=CCCCCCC(NC(C)=O)C(=O)O (centres undefined)	i	0.031	52
Nc1c(NC2CCCCC2)c2ccccc2oc1=O	i	0.077	36
O=C(Cc1ccccc1)N1CCN(S(=O)(=O)c2ccc(F)cc2)CC1	i	0.066	28

Carrying on:
SMILES	GluA2 TARP mod	GluA2 TARP mod agonism max-min	GluA2 TARP mod glutamate slope
OCCN(CCO)CC(O)COc1cccc2ccccc12 (centres undefined)	i	0.071	53
CSc1nnc(-c2ccccc2NC(=O)c2ccc(C)c(S(=O)(=O)N3CCCCCC3)c2)o1	i	0.073&0.024	56&106
Cn1nc(NC(=O)Cc2ccccc2Cl)c2c1NC(=O)CC2c1ccccc1 (centres undefined)	i	0.11	68
CCN(C1CCCCC1)S(=O)(=O)c1ccc(C(=O)Nc2c(C(N)=O)oc3ccccc23)cc1	i	0.11	65
Cc1ccc(C(=O)CSc2n[nH]c(-c3ccco3)n2)cc1C	i	0.075	41
CC(=O)Nc1ccc(NC(=O)Cn2c(=O)nc(-c3ccccc3)c3ccccc32)cc1	i	0.064	53
O=C(NCCc1csc2nc(-c3cccs3)nn12)Nc1c(F)cccc1F	i	0.15	47
Cc1nc(NC(=O)CCS(=O)(=O)c2ccc(Cl)cc2)sc1C	i	0.12	53
CC1CC(C)CN(Cc2nc3c(c(=O)n(C)c(=O)n3C)n2CC(=O)C(C)(C)C)C1 (centres undefined)	+	0.073*	57*
CC(=O)c1cccc(NC(=O)CCn2cncn2)c1	i	0.092	59
CCOC(=O)c1ccc(Oc2c(C)oc3c4c(ccc3c2=O)OCN(CCOC)C4)cc1	i	0.1	55
COc1ccc(NC(=O)Nc2ccc(Nc3cc(-n4ccnc4)ncn3)cc2)cc1Cl	i	0.06	59
O=C(NCCCn1ccnc1)C(=O)Nc1ccc2c(c1)OCCO2	i	0.043	58
O=C1CCc2cc(S(=O)(=O)N3CCCCCC3)cc3c2N1CCC3	i	0.081	63
O=C(NC1CCCCC1N1C(=O)CSC1=O)c1cccc(-n2cnnn2)c1 (centres undefined)	i	0.083	62
O=C(CSc1ccc(F)cc1)NC1CCCC(O)C1 (centres undefined)	i	0.14	86
O=C(Cn1nc(-c2ccco2)ccc1=O)Nc1ccc([N+](=O)[O-])cc1	i	0.061	48
COc1cccc(CCNC(=O)C(=O)NC(C)(C)C)c1	i	0.084	58
Cc1cc(C(=O)N2CCN(Cc3nc(-c4ccccc4)cs3)CC2)c(C)o1	i	0.11	50
Cc1ccc(S(=O)(=O)n2nc(C)c(C)c2C)cc1	i	0.07	50

Some entries already given, reduced to GluA2 TARP mod and GluA2 TARP mod glutamate slope.
SMILES | GluA2 TARP mod | GluA2 TARP mod glutamate slope
O=C1CCc2cc(S(=O)(=O)N3CCCCCC3)cc3c2N1CCC3 | i | 63
O=C(NC1CCCCC1N1C(=O)CSC1=O)c1cccc(-n2cnnn2)c1 (centres undefined) | i | 62
O=C(CSc1ccc(F)cc1)NC1CCCC(O)C1 (centres undefined) | i | 86
O=C(Cn1nc(-c2ccco2)ccc1=O)Nc1ccc([N+](=O)[O-])cc1 | i | 48

The results go on.
SMILES	GluA2 TARP mod	GluA2 TARP mod agonism max-min	GluA2 TARP mod glutamate slope
COc1cc(C(C)=O)ccc1OCC(O)CN1CCN(S(=O)(=O)c2ccccc2)CC1 (centres undefined)	i	0.12	62
COC(=O)C1=C(CS(=O)(=O)c2ccc(C(C)(C)C)cc2)NC(=O)NC1c1ccccc1Cl (centres undefined)	i	0.079	45
COc1ccccc1-n1nnc(C(=O)Nc2ncc(Cc3ccccc3)s2)c1C	i	0.077&0.043	57&109
CCOc1cc(C2NC(=O)NC(C)=C2C(=O)OC)ccc1OCc1ccccc1 (centres undefined)	i	0.15	76
Cn1c(C(F)(F)F)nn(CCNC(=O)c2cc3ccccc3oc2=O)c1=O	i	0.098	59
CCc1ccc(N2C(=O)C3N=NN(Cc4ccccc4C)C3C2=O)cc1 (centres undefined)	i	0.089	51
CCNC(=O)CSc1nc(-c2ccccc2)c(NC(=O)c2ccco2)s1	i	0.048	59
Cc1cc(OCC(O)Cn2c(C3CC(=O)N(C(C)(C)C)C3)nc3ccccc32)ccc1Cl (centres undefined)	i	0.087	64
Cc1ccc(NC(=O)Cc2csc(NC(=O)c3ccc(=O)[nH]c3)n2)cc1C	i	0.056	33
CCOc1ccc(/C=C2\SC(=S)N(c3ccc(NC(C)=O)cc3)C2=O)cc1OC	i	0.082	24
Cc1cc(C)c2sc(N(CCN3CCOCC3)C(=O)c3ccc4c(c3)OCCO4)nc2c1	i	0.14	71
Cc1ccc(NC(=O)c2nc(NCc3cccnc3)ncc2Cl)cc1	i	0.18	78
O=C(NCC1(c2ccccc2)CCOCC1)C(=O)Nc1ccc(OC(F)(F)F)cc1	i	0.16	54
O=S(=O)(c1cccnc1)N1CCC(Cn2cnc3ccccc32)CC1	i	0.084	67
COCCCNc1oc(-c2cccs2)nc1S(=O)(=O)c1ccccc1	i	0.1	63
Cc1nn(C2CCS(=O)(=O)C2)c2nc(-c3ccco3)cc(C(=O)NCCN3CCOCC3)c12 (centres undefined)	i	0.087	39
CCn1cc(NC(=O)NC)c2ccccc21	i	0.092	76
COCCn1c(=O)c2c(nc3n2CC(C)CN3c2ccccc2C)n(C)c1=O (centres undefined)	i	0.057	54
CN(C)C(CNC(=O)c1ccccc1Br)c1ccc(F)cc1 (centres undefined)	i	0.042	57
COc1cccc2sc(NC(=O)Cc3ccc(SC)cc3)nc12	i	0.12	61

Reformatted with two lines to a compound: part of the list above.
Each structure is followed by: GluA2 TARP mod | GluA2 TARP mod agonism max-min | GluA2 TARP mod glutamate slope
Cc1cc(OCC(O)Cn2c(C3CC(=O)N(C(C)(C)C)C3)nc3ccccc32)ccc1Cl (centres undefined)
→ i | 0.087 | 64
Cc1ccc(NC(=O)Cc2csc(NC(=O)c3ccc(=O)[nH]c3)n2)cc1C
→ i | 0.056 | 33
CCOc1ccc(/C=C2\SC(=S)N(c3ccc(NC(C)=O)cc3)C2=O)cc1OC
→ i | 0.082 | 24
Cc1cc(C)c2sc(N(CCN3CCOCC3)C(=O)c3ccc4c(c3)OCCO4)nc2c1
→ i | 0.14 | 71
Cc1ccc(NC(=O)c2nc(NCc3cccnc3)ncc2Cl)cc1
→ i | 0.18 | 78
O=C(NCC1(c2ccccc2)CCOCC1)C(=O)Nc1ccc(OC(F)(F)F)cc1
→ i | 0.16 | 54

The list goes on:
SMILES	GluA2 TARP mod	GluA2 TARP mod agonism max-min	GluA2 TARP mod glutamate slope
COc1ccc(C(=O)/C=C/c2cccc(O)c2)cc1	i	0.1	49
O=c1ccc(-c2cccc(Br)c2)nn1Cc1ccc([N+](=O)[O-])cc1	i	0.056	38
O=C(C1CCCN(c2ccc(-n3ccnc3)nn2)C1)N1CCN(c2ccccn2)CC1 (centres undefined)	i	0.099	63
COc1ccc(SCCC(=O)Nc2nnc(-c3ccccc3OC)o2)cc1	i	0.13	61
Cc1sc2[nH]c(=S)n(-c3ccccc3)c(=O)c2c1C(C)C	i	0.07	32
NS(=O)(=O)c1ccc(CCNC(=O)c2cccc(Oc3ncccn3)c2)cc1	i	0.069	58
Cc1cc(F)ccc1S(=O)(=O)NCC(c1cccs1)N1CCOCC1 (centres undefined)	i	0.096	2
CC(C)N1CCC(CNC(=O)C(=O)NCc2cccs2)CC1	i	0.11	64
CCOc1ccc2ccccc2c1C(=O)NCC(c1ccc(F)cc1)N1CCOCC1 (centres undefined)	+	0.13*	66*

Some of the compounds tested (hit frequency here may not be typical).
